bIAP activator: bovine intestinal alkaline phosphatase activators, primary screen, biochemical, bovine IAP, CDP-star luminescence. alkaline phosphatase, intestinal [Bos taurus]. purified bovine IAP, 30 min; hits give high values; fold of DMSO-control signal, blank-subtracted. activation factor at 20 µM. 200,000 tested, 0.17% active. AID 1016, 2008;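 active means activation factor of 2 or more at 20 µM, a signal rise over negative controls twice the positive control's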
TNAP act hiacc: TNAP activators at high phosphate acceptor level, primary screen, biochemical, luminescence, uHTS; Alkaline phosphatase, tissue-nonspecific isozyme (Homo sapiens), P05186; purified TNAP, CDP-star luminescence, 1 M DEA, 30 min; hits give high values; 0 = EDTA background, 1 = DMSO-only activity; activation factor at 20 µM; 200,000 tested, under 10 active; AID 1136, 2008;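 active means activation factor at least 2 at 20 µM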
Target sequence (P05186 whole entry, looked up): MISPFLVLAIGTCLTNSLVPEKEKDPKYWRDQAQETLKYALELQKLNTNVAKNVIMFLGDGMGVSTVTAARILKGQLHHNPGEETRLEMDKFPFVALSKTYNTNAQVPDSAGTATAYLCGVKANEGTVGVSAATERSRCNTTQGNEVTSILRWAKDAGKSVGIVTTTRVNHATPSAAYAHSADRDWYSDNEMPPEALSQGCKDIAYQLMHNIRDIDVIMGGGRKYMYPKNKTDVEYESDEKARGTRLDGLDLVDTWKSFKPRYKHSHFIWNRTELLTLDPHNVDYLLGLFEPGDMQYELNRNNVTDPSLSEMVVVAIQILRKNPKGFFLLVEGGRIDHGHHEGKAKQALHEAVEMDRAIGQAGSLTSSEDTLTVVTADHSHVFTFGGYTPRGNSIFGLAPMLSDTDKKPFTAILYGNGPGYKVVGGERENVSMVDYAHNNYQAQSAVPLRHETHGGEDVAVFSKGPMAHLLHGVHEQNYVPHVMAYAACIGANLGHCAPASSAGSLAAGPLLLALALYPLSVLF
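Measured by: Luminescent substrate turnover signal | Test system: Human TNAP | Input: TNAP 1/800 final | Dosing: 20 µM single point | Schedule: 30 min, room temperature | Controls: EDTA wells as negative control, DMSO wells as positive control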
bIAP inh: bovine intestinal alkaline phosphatase inhibitors, primary screen, selectivity assay for TNAP inhibitor project, biochemical, bovine IAP, CDP-star luminescence. 190,000 tested, under 10 active. alkaline phosphatase, intestinal [Bos taurus]. inhibition, % at 20 µM. AID 1019, 2008. purified bovine IAP, 30 min;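 active means over 50% inhibition of intestinal alkaline phosphatase at 20 µM in the single-dose screen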
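System: Purified bovine intestinal alkaline phosphatase (IAP) enzyme | Input: IAP diluted 1/65,000,000 in the well | Also added: CDP-star chemiluminescent phosphatase substrate, 30 µM final | Dosing: 20 µM single dose | Times: Enzyme reaction for 30 min at room temperature | Detection: Luminescence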
STAT3 blocker: IL-6 driven STAT3 reporter inhibitors, primary screen, U3A cells, luciferase, luminescence, MLSCN library. IL-6 STAT3-luciferase reporter; host cell line lacks STAT1. inhibition, % at 5.5 µM. 190,000 tested, 0.89% active. AID 862, 2007;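 active means inhibition above the mean inhibition across all screened compounds plus 3 SD, cut at about 44% in these data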;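 further: 0% = DMSO only wells and 100% = 100 µM nifuroxazide control wells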
PPARg SRC3 recr: PPARgamma agonists recruiting SRC-3 coactivator, primary screen, biochemical. Peroxisome proliferator-activated receptor gamma (Homo sapiens), P37231. biochemical PPARgamma/SRC-3 coactivator recruitment assay. activation, % at 8 µM. 200,000 tested, 0.26% active; in the data active means activation above about 23%;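 further: 0% = DMSO and 100% = reference agonist; some compounds past the cut are filed as inactive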
Target sequence (P37231 whole entry, looked up): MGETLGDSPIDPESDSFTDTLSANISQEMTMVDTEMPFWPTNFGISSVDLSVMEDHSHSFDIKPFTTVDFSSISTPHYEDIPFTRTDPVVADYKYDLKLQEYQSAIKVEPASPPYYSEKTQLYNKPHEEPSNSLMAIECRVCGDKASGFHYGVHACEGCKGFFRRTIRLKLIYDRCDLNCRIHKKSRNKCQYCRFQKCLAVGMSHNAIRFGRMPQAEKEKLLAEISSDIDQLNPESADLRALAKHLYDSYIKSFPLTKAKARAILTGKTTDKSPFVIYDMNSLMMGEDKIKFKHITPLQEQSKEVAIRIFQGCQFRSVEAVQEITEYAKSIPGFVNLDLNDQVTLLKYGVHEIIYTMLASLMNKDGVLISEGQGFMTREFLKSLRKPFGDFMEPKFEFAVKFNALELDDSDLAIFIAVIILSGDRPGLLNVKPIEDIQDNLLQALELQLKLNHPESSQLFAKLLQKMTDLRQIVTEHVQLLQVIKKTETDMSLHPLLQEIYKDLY
PPARg SRC-2 ag: agonists of PPARg-SRC-2 recruitment, primary screen, biochemical, HTS; activation, % at 8 µM; Peroxisome proliferator-activated receptor gamma (Homo sapiens), P37231; 200,000 tested, 0.34% active; PPARgamma LBD-SRC-2 recruitment; in the data active means activation above about 22%;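 further: 0% = vehicle and 100% = reference agonist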
STAT1 blocker: STAT1 signaling inhibitors, primary screen, cell-based, HTS, luciferase reporter; NIH 3T3 STAT1-luciferase reporter, IFN-gamma, luminescence; inhibition, % at 5.5 µM; 200,000 tested, 0.35% active;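 active means inhibition above a set limit, the mean inhibition across all tested compounds plus 3 SD, cut at about 34% in these data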;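 further: 0% = IFN-gamma with DMSO and 100% = IFN-gamma with 300 µM nifuroxazide; values of inactives mirror those of a sister screen read the other way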
TR-FRET SRC-2 ct: TR-FRET signal artefacts, primary screen, artefact control for PPARgamma SRC-2 agonist project, biochemical. TR-FRET artefact counter-screen; hits give high values. TR-FRET ratio at 8 µM. 200,000 tested, 0.4% active; in the data active means TR-FRET ratio above about 2000; further: inactives centre near 1500
PPARg SRC1 recr: PPARgamma agonists recruiting SRC-1 coactivator, primary screen, biochemical | 200,000 tested, 0.41% active | PPARgamma-SRC-1 coactivator recruitment biochemical assay | activation, % at 8 µM; in the data active means activation above about 19%;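 further: 0% = DMSO and 100% = reference agonist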
ROMK primary: ROMK potassium channel modulators, primary screen, cell-based, thallium flux, MLSMR library. ATP-sensitive inward rectifier potassium channel 1 (Homo sapiens), P48048. Tet-inducible ROMK, thallium flux fluorescence; actives lie on both sides. B-score at 10 µM. 130,000 tested, 2% active;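 active means signal ratio slope over the read window, or its plate-corrected B-score, at least 3 SD from the plate mean, either direction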;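 further: B-score of the F/F0 ratio slope over 7 to 12 s after thallium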
STAT3 activator: IL-6 driven STAT3 reporter potentiators, primary screen, U3A cells, luciferase, luminescence, MLSCN library; IL-6 STAT3-luciferase reporter; 100% = signal with IL-6 EC80 alone; 190,000 tested, 0.91% active; activation (% of control), % at 5.6 µM;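 active means activation above the screen-wide mean of compound activation plus 3 SD, cut at about 130% in these data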;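 further: 0% = background luminescence of wells with medium and substrate only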
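system = STAT3-luciferase reporter U3A cells | reagent = IL-6 stimulus at 33 ng/mL final | timing = 1 h compound pre-exposure, 6 h IL-6 stimulation, 37 °C | measured by = luminescence | evaluation = % activation versus median of IL-6-stimulated wells | control set = IL-6-only wells as 100% reference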
* = called active by the depositor; nt = not tested or not shown.

SMILES	bIAP activator	TNAP act hiacc	bIAP inh	STAT3 blocker	PPARg SRC3 recr	PPARg SRC-2 ag	STAT1 blocker	TR-FRET SRC-2 ct	PPARg SRC1 recr	ROMK primary	STAT3 activator
CCOC(=O)c1nnc(-c2ccccc2)[nH]c1=O	1	1	4	1	0	-4	-7	1439	-6	1.1	103
CCCCC(c1nnnn1CCOC)N1CCN(c2cccc(OC)c2)CC1 (centres undefined)	1	1.1	1	29	3	4	5	1440	8	nt	80
Cc1ccccc1Nc1nnc(SCc2nc3ccccc3c(=O)[nH]2)s1	1.1	1	-7	16	5	3	5	1511	-1	0.62	91
CCOc1ccccc1N1CCN(C(=S)NCc2ccc(Cl)cc2)CC1	1	1	-1	3	0	-8	4	1411	0	-0.11	104
Cc1cc(CNCc2c(C(=O)N3CCCCCCC3)nc3ccc(Cl)cn23)nn1C	0.9	1	5	2	-1	-3	-5	1413	1	1.9*	100
O=C(O)C1CCCCC1C(=O)Nc1ccccn1 (centres undefined)	1	1	-4	16	-8	1	3	1527	-9	nt	90
O=C(O)c1cc(O)ccc1-c1ccc(O)cc1	1	1.1	-1	12	2	3	-2	1474	-4	nt	98
CC1CCN(CC(O)COCCC23CC4CC(CC(C4)C2)C3)CC1 (centres undefined)	1.1	1	-8	-6	-3	7	-1	1436	2	nt	112
CCC(=O)NCCc1c[nH]c2ccccc12	0.9	1	7	-31	8	11	-1	1657	-1	-0.44	127
CCOC(=O)c1[nH]c2ccc(OC)cc2c1NC(=O)CN1CCc2ccccc2C1	1	1.1	2	-1	10	4	-6	1659	2	nt	103
Clc1ccc(Cl)c(OCc2cc(-c3ccccc3Cl)on2)c1	0.6	1	36	18	8	6	5	1587	11	nt	88
CCOc1ccc(CC(=O)NCc2cn3c(C)csc3n2)cc1	0.9	1	13	3	-2	4	4	1720	3	nt	101
CCOc1nc(OCC)nc(N2CCC(C)CC2)n1	1.1	1	-9	-15	-3	7	1	1541	-2	0.49	116
C/C(N)=C(/C#N)C(=O)COC(=O)CNS(=O)(=O)c1ccc(C)cc1	1.2	1	-21	4	-2	0	4	1459	10	-0.54	99
CC(=O)c1c(C)n(-c2ccccc2)c2ccc(O)cc12	0.9	1	7	2	3	15	11	1525	1	nt	100
CC(C)(C)c1ccc(C2CC2C(=O)N/N=C\c2ccc[nH]2)cc1 (centres undefined)	1	1	2	71*	6	1	46*	1342	-1	0.29	42
CCc1ccccc1N1C(=O)C2CC=CCC2C1=O (centres undefined)	1	1	1	9	14	-4	7	1481	6	-0.32	96
COCCNS(=O)(=O)c1ccc2c(c1)C(=O)c1cc(S(=O)(=O)NCCOC)ccc1-2	1	1.1	4	3	0	-9	4	1448	-2	-0.74	97
Oc1nc(Nc2cccc(Cl)c2)sc1/C=C1\C=Nc2ccccc21	1	1	1	2	3	-2	-4	1707	1	nt	98
Fc1ccc(-c2[nH]ncc2CN(CC2CCC2)CC2CCCO2)c(F)c1 (centres undefined)	1.1	1.1	-10	-9	2	-2	0	1498	-7	-0.081	111
Cn1cccc1Cc1nnc(SCC(=O)NC2CCCC2)n1CCc1ccccc1	1	1.1	-2	4	2	8	2	1603	3	nt	104
CCSc1nnc(NC(=O)CSc2nnc(C)c(=O)n2N)s1	1.1	1.1	-8	3	-3	-4	-2	1542	2	1.5	102
CC1CCN(CC(=O)Nc2cc(C(F)(F)F)ccc2Cl)CC1	0.6	1	37	4	2	5	1	1521	1	0.25	95
CCCn1nc(NC(=O)CC(C)C)c2cc3ccccc3nc21	1	1.1	-3	-15	-8	3	-2	1338	3	-0.5	115
COc1ccc(/C=N/NC(=O)CSc2n[nH]c(=O)[nH]c2=O)cc1	0.9	1	7	-1	4	2	3	1602	2	nt	103
SMILES	bIAP activator	TNAP act hiacc	bIAP inh	STAT3 blocker	PPARg SRC3 recr	PPARg SRC-2 ag	STAT1 blocker	TR-FRET SRC-2 ct	PPARg SRC1 recr	ROMK primary	STAT3 activator
c1cnc2c(c1)ncc1cscc12	1.1	1	-5	3	4	6	0	1665	-2	0.31	98
Cn1ncc(Cl)c1C(=O)Nc1cc(C(F)(F)F)ccc1F	1.2	1	-19	16	4	12	-3	1635	-5	-0.0091	90
CCCCOc1ccc(C(=O)NC)cc1	0.9	1.1	14	5	-1	-2	-2	1429	4	1.3	99
COc1ccc(C(C(=O)NC(C)C)N(C(=O)CCC(=O)Nc2nccs2)c2ccccc2F)cc1 (centres undefined)	1.1	1.1	-13	1	2	0	1	1289	-5	0.078	103
Cc1nc2nc(CSc3nnc(C)s3)cc(=O)n2[nH]1	1.1	1	-6	-2	4	5	-3	1490	3	nt	108
O=C(CSc1nc2ccccc2c(=O)n1-c1ccc(F)c(Cl)c1)Nc1cccc(S(=O)(=O)N2CCOCC2)c1	0.9	1.1	8	7	5	8	2	1756	-3	0.03	102
Cn1ncc(C#N)c1/N=C/N1CCCC1	0.9	1.1	6	9	5	10	1	1572	-4	0.67	96
Cn1cnnc1Sc1ccc(C(=O)OCC(=O)Nc2ccccc2)cc1[N+](=O)[O-]	0.9	1	5	-1	5	5	5	1727	2	-0.26	104
Cc1ccc(S(=O)(=O)N2CC=C(C(=O)NCc3ccccc3)CC2)cc1	0.9	1	9	1	7	21	10	1486	6	0.11	99
COc1ccccc1CN(CC(=O)NCC1CCCO1)C(=O)CNS(=O)(=O)c1ccc(C)cc1 (centres undefined)	1.1	1	-6	12	5	-2	1	1441	3	0.62	97
Cc1ccccc1N/N=C/c1ccc(N2CCOCC2)cc1	0.9	1	7	-7	-2	7	-2	1383	-4	nt	110
Cc1ccc(-c2cccc(NC(=O)C3C4C=CC(C4)C3C(=O)O)c2)o1 (centres undefined)	0.9	1	6	15	2	5	-8	1531	6	nt	93
COCc1[nH]nc2c1C(c1sccc1C)C(C#N)=C(N)O2 (centres undefined)	0.9	1	9	6	-3	-9	12	1467	-2	-3.5*	100
Cc1cccc(CCNS(=O)(=O)c2ccc(S(=O)(=O)NC3CCCC3)cc2)c1	0.7	1	27	0	3	1	8	1709	-2	-2.1	100
Cc1ccc2nc(SCC(=O)c3c[nH]c4ccccc34)[nH]c2c1	1.1	1	-13	-32	0	7	0	1532	2	0.69	131
Cc1nc(SCC(=O)NCc2ccc3c(c2)OCO3)c(C#N)c2c1CCCC2	0.9	1.1	14	17	-2	6	-2	1597	9	nt	91
c1cc(C2CCCCC2)ccc1Oc1nc(N2CCOCC2)nc(N2CCOCC2)n1	0.9	1	8	-1	3	7	7	1513	5	-1.7	103
OC(c1cccs1)c1nccc2ccccc12 (centres undefined)	0.9	1	14	18	-16	-5	1	1348	-1	-1	88
COc1ccc(NC(=O)COC(=O)C2CC3C=CC2C3)cc1 (centres undefined)	1	1	-3	3	-1	0	-14	1437	-9	0.021	106
O=C(N/N=C/C(Br)=C/c1ccccc1)C1CC1	1	1.1	3	19	7	10	-9	1660	6	-0.69	87
CC(C)CCNC(=O)COC(=O)c1ccc(Br)o1	1	0.9	0	-1	-2	8	0	1555	5	0.8	101
Cc1cc(NC(=O)Cn2c(=O)c3c(ncn3CCC(C)C)n(Cc3ccccc3)c2=O)no1	0.9	1.1	14	5	2	0	9	1567	11	-1.9	99
CC1CC(C)CN(C(=O)C(NS(=O)(=O)c2ccc3c(c2)oc(=O)n3C)C(C)C)C1 (centres undefined)	1.1	1.1	-5	1	-1	2	-4	1550	-1	nt	103
CCOC(=O)CCCNC(=O)c1cncc(O)c1	0.9	1.1	9	4	0	8	3	1423	8	0.89	97
CC(C)(C)c1nc(N2CCN(C(=O)c3ccco3)CC2)c2nnn(Cc3ccccc3)c2n1	1	1.1	3	22	-3	5	3	1511	-2	nt	84
C/C(=N/NC(=O)c1cc(C(C)C)[nH]n1)c1cccs1	1	1.1	-5	51*	-3	7	-2	1635	0	nt	61

Compound profiles, as listed above. Order of values: bIAP activator, TNAP act hiacc, bIAP inh, STAT3 blocker, PPARg SRC3 recr, PPARg SRC-2 ag, STAT1 blocker, TR-FRET SRC-2 ct, PPARg SRC1 recr, ROMK primary, STAT3 activator
Shown for `Cc1cc(NC(=O)Cn2c(=O)c3c(ncn3CCC(C)C)n(Cc3ccccc3)c2=O)no1` → 0.9, 1.1, 14, 5, 2, 0, 9, 1567, 11, -1.9, 99
Shown for `Cc1ccccc1N/N=C/c1ccc(N2CCOCC2)cc1` → 0.9, 1, 7, -7, -2, 7, -2, 1383, -4, nt, 110

6 entries drawn at random from those above:
SMILES	bIAP activator	TNAP act hiacc	bIAP inh	STAT3 blocker	PPARg SRC3 recr	PPARg SRC-2 ag	STAT1 blocker	TR-FRET SRC-2 ct	PPARg SRC1 recr	ROMK primary	STAT3 activator
Cn1ncc(C#N)c1/N=C/N1CCCC1	0.9	1.1	6	9	5	10	1	1572	-4	0.67	96
C/C(=N/NC(=O)c1cc(C(C)C)[nH]n1)c1cccs1	1	1.1	-5	51*	-3	7	-2	1635	0	nt	61
CC(C)CCNC(=O)COC(=O)c1ccc(Br)o1	1	0.9	0	-1	-2	8	0	1555	5	0.8	101
Cc1cccc(CCNS(=O)(=O)c2ccc(S(=O)(=O)NC3CCCC3)cc2)c1	0.7	1	27	0	3	1	8	1709	-2	-2.1	100
COCc1[nH]nc2c1C(c1sccc1C)C(C#N)=C(N)O2 (centres undefined)	0.9	1	9	6	-3	-9	12	1467	-2	-3.5*	100
Cc1ccc(S(=O)(=O)N2CC=C(C(=O)NCc3ccccc3)CC2)cc1	0.9	1	9	1	7	21	10	1486	6	0.11	99
